XIAP antagonists: XIAP antagonists, biochemical, IAP family, fluorescence polarization (AID 1018); hit rate 0.007% among 200,000; displacement, % at 20 µM; hits with a dose series show IC50 in µM; XIAP BIR domain, fluorescence polarization peptide displacement; higher % means a stronger effect; in the data active means displacement above about 50%; further: a part of the inactive calls stands beside numbers as strong as those of hits
LYP phosphatase: inhibitors of LYP phosphatase, biochemical, fluorescence intensity, uHTS (AID 1779); recombinant LYP phosphatase, fluorescence intensity; higher % means a stronger effect; one-dose inhibition, % at 11.5 µM; IC50 in µM for titrated hits; hit rate 0.054% among 290,000;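 further: plate controls were vehicle with enzyme for no effect and no enzyme for full effect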
CSM14.1 death rescue: rescue of cells from ER stress-induced death, primary screen, 384-well, CSM14.1, thapsigargin, ATP luminescence (AID 1222). 190,000 tested, under 10 active. CSM14.1 thapsigargin-induced death rescue, ATP luminescence; higher % means a stronger effect. cellular ATP content (survival), % at 20 µM; hits with a dose series show EC50 in µM;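 active means EC50 below 50 µM in the dose-response confirmation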;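 further: death triggered by thapsigargin at about 15 µM added after 2 h compound pretreatment; cell ATP read after overnight thapsigargin exposure of roughly 18 to 22 hours; normalized against plate controls of thapsigargin alone and 5% DMSO vehicle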
NOD2 inhibition: inhibition of NOD2-driven NF-kB reporter – cell-based, luminescence, uHTS, HEK293 (AID 1566) | HEK293 NOD2/NF-kB luciferase reporter, luminescence; higher % means a stronger effect | hit rate 0.63% among 290,000 | inhibition, % at 4 µM, or EC50 in µM where a hit was titrated; further: many of its hits are not listed in these tables
Lipid droplet: modulators of hepatic lipid droplet formation; hit rate 0.4% among 240,000; AML12 mouse hepatocytes, oleate lipid droplets, BODIPY imaging; inhibition, % at 6.5 µM;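 active means lipid droplet intensity inhibited by at least 50%, with more than 500 cells counted; inconclusive means wells with under 300 cells, treated as cytotoxic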
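Material: mouse AML12 hepatocyte cell line, fixed after treatment; Timing: compound with oleate, overnight; Technique: high-content imaging of BODIPY-stained droplets and DAPI nuclei; Probe or stimulus: oleate, 100 µM final; Dosing: compound at 6.5 µM only.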
Siah-1 displacement: Siah-1 peptide-binding antagonists, primary screen, biochemical, fluorescence polarization, rhodamine-plectin, uHTS (AID 1817); hit rate 0.02% among 290,000; Siah-1 / rhodamine-plectin peptide fluorescence polarization; higher % means a stronger effect; displacement, % at 20 µM; hits with a dose series show IC50 in µM;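 active means displacement of at least 50% at 20 µM, with a fluorescence ratio check between 0.3 and a set limit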;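 further: plate controls were Siah plus tracer with DMSO for no effect and tracer alone without Siah for full effect; strong numbers were not always called active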
AID2073: inhibitors of Mint1-CaV2.2 protein interaction, biochemical, HTRF (AID 2073). HTRF protein-protein interaction, Mint1-CaV2.2; higher % means a stronger effect. inhibition, % at 20 µM, or IC50 in µM where a hit was titrated. hit rate 0.19% among 290,000; in the data active means inhibition mostly above about 51%, no sharp cut-off; inconclusive means no clear call, values can overlap the other calls; inactive means mostly below about 53%; further: some results filed as inactive read as strong as hits
P. falciparum M17LAP: P. falciparum M17LAP inhibitors, primary screen, biochemical, fluorogenic H-Leu-NHMec substrate, 1536-well (AID 1619) | recombinant M17LAP, H-Leu-NHMec fluorogenic kinetic assay; higher % means a stronger effect | inhibition, % at 30 µM; hits with a dose series show IC50 in µM | hit rate 0.38% among 220,000;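 active means compound inhibiting the enzyme by more than half at any dose during confirmatory dose-response retesting; inconclusive means strong single-dose inhibitors picked by rank but not retested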;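 further: plate controls were full reaction with DMSO carrier for no effect and no enzyme background for full effect; strong numbers were not always called active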
M1AAP inhibition: malaria alanyl aminopeptidase activity blockers – biochemical, fluorogenic H-Leu-NHMec substrate, 1536-well (AID 1445). recombinant M1AAP, H-Leu-NHMec fluorogenic kinetic assay; higher % means a stronger effect. inhibition, % at 30 µM, or IC50 in µM where a hit was titrated. hit rate 0.42% among 220,000;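 active means primary inhibition above the hit cutoff, then over 50% inhibition at one or more dose response concentrations, cut at about 23% in these data, passing the limit was not always enough; inconclusive means conflicting primary data, or primary hits not chosen for dose response; inactive means low primary inhibition, or under 50% at every dose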;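 further: plate controls were DMSO full reaction for no effect and no enzyme background for full effect; strong numbers were not always called active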
Lipid droplet cells 6.5 µM: also measured in Lipid droplet; calls as there; cell count; measured here: cell count, cytotoxicity flag;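 cells counted across two imaged fields per well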
The depositor's hits bear a star; ? = inconclusive; nt = not tested or not shown. Unless noted, no stated cut-off is given here; in the data, active means inhibition above about 50%; inactive means the rest. Only part of the results is shown, so the mix of outcomes need not match the whole.

SMILES	XIAP antagonists	LYP phosphatase	CSM14.1 death rescue	NOD2 inhibition	Lipid droplet	Lipid droplet cells 6.5 µM	Siah-1 displacement	AID2073	P. falciparum M17LAP	M1AAP inhibition
Brc1ccccc1-c1nnc2sc(-c3ccc4c(c3)OCCO4)nn12	-3.4%	2%	-2.4%	-19%	24	819	10%	3%	4%	2%
CC(C(=O)Nc1cc([N+](=O)[O-])ccc1Cl)N1CCN(c2ccccc2O)CC1 (stereo not drawn)	-1.9%	4%	3.2%	17%	-1	666	8%	16%	-6%	-3%
CCCn1nnc(NC(=S)NC(=O)Cc2ccccc2)n1	-7.3%	-2%	-1.4%	-4%	3	665	0%	-4%	2%	11%
O=C1C2C3C=CC(C3)C2C(=O)N1c1ccncc1 (stereo not drawn)	-6.2%	-12%	-1.0%	17%	nt	nt	1%	18%	-9%	4%
CCCCNC(=O)CNC(=S)N(CCCN1CCOCC1)Cc1cccs1	-30%	-4%	0.6%	14%	-23	593	8%	-34%	8%	-2%
CC1CC(Nc2ccccc2)c2ccccc2N1C(=O)c1cccnc1 (stereo not drawn)	-4.6%	-1%	1.2%	17%	-16	688	2%	-6%	8%	4%
COc1ccc(N(CC(=O)Nc2cccc(N(C)S(C)(=O)=O)c2)S(=O)(=O)c2ccccc2)cc1Cl	-11%	-2%	1.8%	-1%	-10	694	-3%	2%	-4%	9%
CNc1nc(-c2ccc(Cl)cc2)cs1	-7.1%	6%	-1.4%	-40%	nt	nt	-4%	?	6%	11%
CCOC(=O)c1csc(NC(=O)CC2CCCC2)n1	-8.7%	-10%	1.9%	-5%	4	698	3%	-4%	15%	0%
COc1ccc([N+](=O)[O-])cc1NC(=O)CSCc1ccc(Br)cc1	-13%	-10%	8.8%	-8%	-11	634	-5%	-5%	-3%	8%
COc1cc(C(=O)OCCNC(=O)c2ccncc2)cc(OC)c1OC	0.3%	-8%	-2.2%	7%	22	613	0%	-6%	7%	2%
CCOC(=O)[C@@H]1[C@H]2COc3cc(OC)ccc3[C@@H]2N2C(=O)N(c3cccc(Cl)c3)C(=O)[C@]12C	nt	-8%	nt	6%	-2	792	-2%	-3%	nt	nt
COc1cc(/C=C/C(=O)Nc2nc3ccc(S(=O)(=O)N(C)C)cc3s2)cc(OC)c1OC	-5.7%	1%	-1.6%	23%	34	632	-4%	15%	-33%	11%
CCC(C)NC(=O)C1CCN(C(=O)N(C)C)CC1 (stereo not drawn)	-5.2%	0%	-4.0%	-3%	-20	563	4%	4%	-6%	11%
O=C(NCc1ccccc1)c1ccc[n+]([O-])c1	nt	-9%	nt	9%	8	820	-4%	7%	nt	nt
CCCN1CCN(C(=O)Cn2nc(C)n3c(cc4sccc43)c2=O)CC1	nt	-10%	nt	17%	3	671	14%	4%	nt	nt
COc1ccc(S(=O)(=O)N2Cc3ccccc3CC2C(=O)Nc2ccc(O)cc2)cc1OC (stereo not drawn)	-8.1%	2%	-0.7%	8%	-2	647	0%	2%	5%	4%
S=C(Nc1ccccc1)N1CCCCC1	-12%	-9%	-0.7%	10%	nt	nt	-1%	-27%	-1%	5%
COc1ccc(CC(=O)N2CC(C)CC(C)C2)cc1OC (stereo not drawn)	-2.1%	-5%	0.3%	9%	-8	793	-4%	-4%	7%	4%
O=C(c1ccc(CS(=O)(=O)c2ccc(Br)cc2)o1)N1CCN(c2ccccn2)CC1	-4.9%	-6%	-0.2%	4%	nt	nt	-2%	3%	7%	2%
Cc1ccc(C(=O)Nc2ccc3c(c2)OCO3)cc1S(=O)(=O)N1CCOCC1	nt	-1%	nt	-4%	-13	708	3%	-4%	nt	nt
CC(=O)NC(Cc1c[nH]c2ccccc12)C(=O)OCC(=O)N1CCCCCC1 (stereo not drawn)	-5.2%	1%	0.4%	-12%	-8	614	-2%	-4%	10%	6%
O=C(CSC1=Nc2ccccc2C2=NC(CC(=O)NCc3ccco3)C(=O)N12)NCC1CCCO1 (stereo not drawn)	-4.2%	-4%	0.1%	4%	nt	nt	-1%	0%	45%	14%
CC(C)Oc1ccc(C(CC(=O)N(C)CCC#N)c2ccc(F)cc2)cc1 (stereo not drawn)	-2.8%	-8%	-5.6%	9%	22	687	0%	-5%	-9%	-4%
CCN(CC)c1ccc(N=Cc2ccc([N+](=O)[O-])o2)cc1	-1.3%	4%	-1.7%	-29%	-18	679	41%	5%	-11%	2%

Part of the list above in order of formula weight, smallest number first:
SMILES	XIAP antagonists	LYP phosphatase	CSM14.1 death rescue	NOD2 inhibition	Lipid droplet	Lipid droplet cells 6.5 µM	Siah-1 displacement	AID2073	P. falciparum M17LAP	M1AAP inhibition
CNc1nc(-c2ccc(Cl)cc2)cs1	-7.1%	6%	-1.4%	-40%	nt	nt	-4%	?	6%	11%
O=C(NCc1ccccc1)c1ccc[n+]([O-])c1	nt	-9%	nt	9%	8	820	-4%	7%	nt	nt
O=C1C2C3C=CC(C3)C2C(=O)N1c1ccncc1 (stereo not drawn)	-6.2%	-12%	-1.0%	17%	nt	nt	1%	18%	-9%	4%
CCN(CC)c1ccc(N=Cc2ccc([N+](=O)[O-])o2)cc1	-1.3%	4%	-1.7%	-29%	-18	679	41%	5%	-11%	2%
CC(=O)NC(Cc1c[nH]c2ccccc12)C(=O)OCC(=O)N1CCCCCC1 (stereo not drawn)	-5.2%	1%	0.4%	-12%	-8	614	-2%	-4%	10%	6%
CC(C(=O)Nc1cc([N+](=O)[O-])ccc1Cl)N1CCN(c2ccccc2O)CC1 (stereo not drawn)	-1.9%	4%	3.2%	17%	-1	666	8%	16%	-6%	-3%
COc1ccc([N+](=O)[O-])cc1NC(=O)CSCc1ccc(Br)cc1	-13%	-10%	8.8%	-8%	-11	634	-5%	-5%	-3%	8%

Continued.
SMILES	XIAP antagonists	LYP phosphatase	CSM14.1 death rescue	NOD2 inhibition	Lipid droplet	Lipid droplet cells 6.5 µM	Siah-1 displacement	AID2073	P. falciparum M17LAP	M1AAP inhibition
COc1ccc(OC)c(CNC(=O)C2CCN(S(=O)(=O)N3CCCC3)CC2)c1	-2.5%	2%	1.3%	11%	nt	nt	3%	5%	-1%	5%
CC(=O)NCC(=O)N(C)C(C(=O)Nc1ccc2c(c1)OCCO2)c1ccc(C)cc1 (stereo not drawn)	-3.7%	-2%	-0.6%	7%	22	753	4%	-15%	-8%	-2%
CCCCOC(=O)Nc1nnc(Cc2ccc(Cl)cc2)s1	-2.6%	3%	-2.5%	18%	-4	693	-2%	4%	4%	-3%
Cc1cc([N+](=O)[O-])nn1CCCC(=O)Nc1cc(Cl)ccc1Cl	-3.1%	-5%	-0.6%	8%	-11	671	1%	-3%	0%	3%
O=C(NCCC(=O)N1CCOCCOCCOCCOCC1)OCc1ccccc1	nt	-10%	nt	-1%	-26	618	-1%	3%	-4%	1%
c1ccc(-n2cnc3cc(NCc4ccncc4)ccc32)cc1	-6.8%	2%	-3.4%	-26%	0	680	-8%	-18%	2%	-11%
CCCc1nn2c(=O)cc(CSCC(=O)Nc3cccc(C)c3)nc2s1	nt	-7%	nt	8%	1	698	-3%	14%	nt	nt
CCN(CC)S(=O)(=O)c1cc(NC(=O)CCNC(=O)c2ccco2)ccc1C	nt	-9%	nt	13%	-1	763	0%	10%	nt	nt
NNC(=S)NCc1ccccc1	nt	-12%	nt	2%	1	787	3%	-10%	6%	6%
CC1(C)CC(=O)c2cnc(NC(=O)C3CCCC3)nc2C1	-4.7%	-9%	-0.1%	6%	nt	nt	-1%	-11%	4%	7%
O=C(NC(=S)Nc1nc2c(s1)CCCC2)c1ccc(C(=O)c2ccccc2)cc1	-13%	-6%	1.0%	14%	-1	726	-2%	3%	23%	8%
CC(=O)c1ccc(NC(=O)C(NC(=O)c2ccccc2)=C(C)C)cc1	-2.9%	3%	nt	-11%	5	708	0%	-1%	11%	3%
Cc1n[nH]c(=S)n(NC(=O)CC(=O)Nn2c(=S)[nH]nc(C)c2=O)c1=O	-4.5%	-8%	-1.4%	14%	9	702	0%	-3%	16%	-9%
COc1ccc(OC)c(C(=O)COC(=O)CNC(=O)C2CCCCC2)c1	-7.5%	-9%	0.4%	0%	-1	780	-2%	14%	1%	-2%
C=CCNC(=O)NC(=O)COC(=O)CC(NC(N)=O)c1ccc(Cl)cc1 (stereo not drawn)	-5.1%	-4%	2.2%	6%	-13	580	-5%	1%	15%	-10%
COc1cc2[nH]c(C(=O)N3CCC(Cc4ccccc4)CC3)cc2c(OC)c1OC	nt	4%	nt	12%	-10	798	-4%	7%	nt	nt
CCC(NS(=O)(=O)c1ccc2c(c1)Cc1cc(S(=O)(=O)NC(CC)C(=O)O)ccc1-2)C(=O)O (stereo not drawn)	nt	-5%	nt	1%	10	818	2%	11%	nt	nt
CCC(C)(C)NC(=O)C(c1ccc(OC)cc1)N(C(=O)CCC(=O)Nc1cc(C)on1)c1ccc(F)cc1 (stereo not drawn)	nt	-4%	nt	17%	9	798	5%	-3%	nt	nt
CCOC(=O)c1cc2c(ccn2C)n1CC(=O)N1CCC(C)CC1	-5.3%	-10%	-0.8%	4%	nt	nt	-2%	-6%	20%	-3%
NC(=O)C1CCN(CC(=O)NC(=O)NC2CCCC2)CC1	-6.2%	-1%	-1.3%	-2%	12	685	6%	0%	2%	-4%
CCCNC(=O)CN1C(=O)NC(CCc2ccccc2)C1=O (stereo not drawn)	-5.6%	0%	-2.1%	-7%	4	689	-1%	0%	12%	6%
COc1ccc(OCCC(=O)OCC(=O)c2ccc[nH]2)cc1	-4.4%	-31%	-1.3%	-2%	1	685	17%	37%	3%	11%
O=C(Nn1cnnc1)c1ccc(F)c(S(=O)(=O)N2CCCCC2)c1	-2.6%	-3%	0.7%	-6%	nt	nt	4%	6%	-1%	1%
CCOc1ccc(NC(=O)N2CCc3ccccc3C2)cc1	nt	-9%	nt	-25%	-5	851	13%	12%	nt	nt
CC(Sc1nnc(COc2ccccc2)n1-c1ccccc1)C(=O)O (stereo not drawn)	nt	-2%	nt	-3%	0	784	4%	2%	nt	nt
CCOC(=O)C1CCN(C(=O)Nc2ccc(Cl)cc2Cl)CC1	-3.3%	-3%	-0.2%	-4%	6	720	6%	45%	-10%	1%
CC12CCC(c3c(C(=O)Nc4nccs4)nn(-c4ccccc4)c31)C2(C)C (stereo not drawn)	-0.1%	-3%	-0.4%	4%	nt	nt	2%	13%	1%	2%

Screens: PubChem, several laboratories
